High-throughput results from PubChem.
Myeloid diff MLP – induction of myeloid progenitor differentiation, primary screen, cell-based, flow cytometry, MLPCN library; ER-HoxA9 myeloid progenitors, lysozyme-GFP differentiation; calls only at 10 µM; AID 624256, 2012; actives 1% (n = 360,000);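 active means normalized GFP-positive differentiation at or above the plate's own cutoff, the solvent-only control mean plus 3 SD; inconclusive means no clear call, values can overlap the other calls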;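 further: cells exposed to compound for four days before flow analysis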
KOR beta-arrestin-1 – KOR agonists, beta-arrestin recruitment, primary screen, cell-based, luminescence, uHTS (AID 1777). activation, % at 10 µM, or EC50 in µM where a hit was titrated. Kappa-type opioid receptor (Homo sapiens). actives 0.02% (n = 280,000). KOR beta-arrestin recruitment, luminescence; higher % means a stronger effect; in the data active means activation above about 50%, passing the limit was not always enough; further: a part of the inactive calls stands beside numbers as strong as those of hits
KOR beta-arrestin-2 – KOR antagonists, beta-arrestin recruitment, cell-based, luminescence, uHTS (AID 1778) | Kappa-type opioid receptor (Homo sapiens) | KOR beta-arrestin recruitment, luminescence, antagonist mode; higher % means a stronger effect | inhibition, % at 10 µM, or IC50 in µM where a hit was titrated | actives 0.091% (n = 290,000); further: strong numbers were not always called active
HEK293 NOD2/NF-kB – NOD2 signaling inhibitors, cell-based, luminescence, uHTS, HEK293 (AID 1566). HEK293 NOD2/NF-kB luciferase reporter, luminescence; higher % means a stronger effect. inhibition, % at 4 µM, or EC50 in µM where a hit was titrated. actives 0.63% (n = 290,000); further: many of its hits are not listed in these tables
LYP inhibition – inhibitors of LYP phosphatase, biochemical, fluorescence intensity, uHTS (AID 1779). inhibition, % at 11.5 µM, or IC50 in µM where a hit was titrated. actives 0.054% (n = 290,000). recombinant LYP phosphatase, fluorescence intensity; higher % means a stronger effect;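 further: plate controls were vehicle with enzyme for no effect and no enzyme for full effect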
HIV fusion peptide – inhibitors of HIV fusion peptide binding, primary screen, biochemical, uHTS, fluorescence dequenching (AID 1986) | cell-free peptide binding, fluorescence dequenching, 30 min; higher % means a stronger effect | inhibition, % at 20 µM; hits with a dose series show IC50 in µM | actives 0.3% (n = 290,000); in the data active means inhibition mostly above about 52%, no sharp cut-off; inactive means mostly below about 76%; further: some results filed as inactive read as strong as hits
SIAH1 antagonists – Siah-1 peptide-binding antagonists, primary screen, biochemical, fluorescence polarization, rhodamine-plectin, uHTS (AID 1817). Siah-1 / rhodamine-plectin peptide fluorescence polarization; higher % means a stronger effect. displacement, % at 20 µM, or IC50 in µM where a hit was titrated. actives 0.02% (n = 290,000). E3 ubiquitin-protein ligase SIAH1 (Homo sapiens);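 active means displacement of at least 50% at 20 µM, with a fluorescence ratio check between 0.3 and a set limit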;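 further: plate controls were Siah plus tracer with DMSO for no effect and tracer alone without Siah for full effect; strong numbers were not always called active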
NOD1 inhibition – NOD1 signaling inhibitors, primary screen, cell-based, luminescence, uHTS (AID 1578) | NOD1-driven NF-kB luciferase reporter cells, luminescence; higher % means a stronger effect | actives 1% (n = 290,000) | inhibition, % at 4 µM; hits with a dose series show EC50 in µM; in the data active means inhibition mostly above about 36%, no sharp cut-off; inactive means mostly below about 34%;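 further: HEK-293T reporter cells stimulated with the NOD1 agonist gamma-tri-DAP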
PhoP inhibition – inhibitors of PhoP regulon expression, primary screen, Salmonella Typhimurium, GFP reporter (AID 1863) | S. Typhimurium PhoP-regulated promoter GFP reporter, 4 h; higher % means a stronger effect | inhibition, % at 50 µM; hits with a dose series show IC50 in µM | actives 0.16% (n = 300,000);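 active means inhibition over 29.93%, a cutoff 3 SD above the screen mean, later confirmed by dose response; inconclusive means inhibition over 29.93% but no dose response follow-up; inactive means inhibition at most 29.93% or unconfirmed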;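 further: 0% = low Mg2+ inducing control and 100% = high Mg2+ repressing control; strong numbers were not always called active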
Myeloid diff MLP GFP+ MAC1+ % – recorded beside Myeloid diff MLP, whose call it bears; GFP+ MAC1+ double positive, %; measured here: differentiation confirmed by MAC1 staining
* marks the source's active call; other numbers are inactive results; i = inactive; u = inconclusive; x = no result given; + = active, no number; [ ] = dose if it differs, or a comment. Unless noted, no stated cut-off is given here; in the data, active means inhibition above about 50%; inactive means the rest. The list is partial; rates above refer to the full screens.

SMILES | Myeloid diff MLP | Myeloid diff MLP GFP+ MAC1+ % | KOR beta-arrestin-1 | KOR beta-arrestin-2 | HEK293 NOD2/NF-kB | LYP inhibition | HIV fusion peptide | SIAH1 antagonists | NOD1 inhibition | PhoP inhibition
N=c1c(C(=O)NC2CCCCC2)cc2c(=O)n3ccccc3nc2n1Cc1cccnc1 | + | 8.8* | -3.5% | -1.8% | 15.7% | -46.4% | 2.1% | -1.2% | -16.2% | 3.5%
CSCCC(NC(=O)/C(=C/c1ccco1)NC(=O)c1ccc(Br)o1)C(=O)O (stereo not drawn) | i | 1.0 | -1.8% | 23.5% | 8.0% | -6.8% | -1.5% | -4.5% | -11.7% | -4.3%
O=C(c1cc(COc2ccc(F)cc2F)on1)N1CC[C@@H]2CCCC[C@H]2C1 | i | 0.9 | 1.7% | -19.4% | 11.7% | -5.1% | 1.5% | 2.1% | -26.6% | 1.1%
COC(=O)C1=C(CSc2nnnn2C)NC(=O)NC1c1cc(C)ccc1C (stereo not drawn) | i | 0.8 | -2.0% | 44.9% | -26.6% | -7.9% | -0.6% | 2.6% | -44.5% | -0.2%
O=C(NC1CCCCC1)N1CCc2ccccc21 | i | 0.9 | -0.7% | 11.2% | -25.9% | -4.1% | -1.9% | 6.7% | -44.2% | -5.3%
CC(C)[C@H]1COC(NC2=N[C@@H](C(C)C)CO2)=N1 | i | 1.9 | -6.1% | 24.0%[20 µM] | 4.2% | -12.8% | 0.8% | -3.3% | 75.5%* | 2.6%
CCCc1nc(SCC(=O)N2CCCC2)c2ccccc2n1 | i | 0.7 | -6.4% | 13.5% | 11.5% | -6.9% | -1.3% | -4.5% | 5.1% | -3.9%
O=C(COC(=O)C1CCN(C(=O)c2ccc(Cl)cc2)CC1)NC1CCS(=O)(=O)C1 (stereo not drawn) | i | 1.4 | -1.1% | 12.4% | 6.4% | -2.5% | -1.6% | 18.1% | -16.8% | -5.8%
Cc1ccc(S(=O)(=O)Nc2ccnc(-c3cccnc3)n2)cc1 | i | 0.3 | -0.7% | -3.0% | 11.7% | -3.5% | 0.7% | 8.6% | -2.8% | -3.3%
CCOc1cccc(CN2CCN(CCCc3ccccc3)C(CCO)C2)c1O (stereo not drawn) | i | 0.1 | 6.4% | -20.4% | -14.6% | -6.4% | -0.7% | -3.4% | 7.5% | 2.4%
COc1ccccc1CC(=O)Nc1nc(-c2ccc(F)c(F)c2)cs1 | i | 0.6 | -6.9% | -1.3% | 20.2% | 0.4% | -0.4% | 16.7% | -16.8% | 0.8%
CNC(=O)c1csc(-c2ccc(C)cc2)n1 | i | 2.7 | 4.0% | -43.2% | -25.7% | -9.2% | 2.5% | 2.8% | -44.5% | -2.4%
COc1cc(NC(=O)c2ccc(C)c([N+](=O)[O-])c2)ccc1NC(=O)c1ccco1 | x | x | 6.3% | -6.8% | 8.6% | -1.0% | 0.8% | -1.3% | -16.0% | 7.2%
C=CCn1c(CNS(=O)(=O)c2ccc(Br)cc2)nnc1SC | i | 0.5 | 1.0% | 12.5% | 9.9% | -10.1% | -1.1% | 0.7% | -57.8% | -0.4%
COc1cc(C(CC(=O)Nc2ccc(C)cn2)N2Cc3ccccc3C2=O)cc(OC)c1OC (stereo not drawn) | i | 0.3 | -2.4% | 16.6% | -0.4% | -7.6% | 7.0% | -2.6% | -6.4% | 10.4%
N#Cc1cc2c(=O)n3ccccc3nc2n(-c2ccccc2Cl)c1=O | + | 40.3* | 3.1% | -29.9% | 0.9% | -61.4% | 8.8% | -0.3% | -11.6% | -7.7%
Cc1nnc(SCc2ccccc2C#N)n1-c1ccccc1 | i | 2.1 | 1.0% | -65.2% | -5.1% | 2.3% | -2.5% | -1.7% | 6.3% | -6.5%
CCOc1cccc(CNCc2ccc(C(=O)O)cc2)c1 | i | 0.4 | -2.3% | -25.0% | -5.0% | -10.2% | -3.5% | -1.7% | 15.0% | -6.0%
N/C(=N\NC(=O)c1cccs1)c1cc2ccccc2oc1=O | i | 1.1 | 0.3% | -4.3% | -6.0% | -2.2% | 1.8% | -4.3% | -26.0% | 5.3%
CCN(Cc1ccncc1)Cc1cn(C)nc1-c1ccc(Oc2ccccc2)cc1 | i | 0.6 | -2.2% | -10.5% | 13.5% | -7.0% | -1.2% | 0.0% | -37.0% | 0.7%
Cc1ccc(C(=O)N2CCCC(CCC(=O)N3CCN(c4ccccn4)CC3)C2)cc1C (stereo not drawn) | i | 1.1 | -0.6% | -10.6% | 19.0% | 1.5% | 0.5% | 1.5% | -14.3% | -1.6%
Cc1ccc2[nH]c3c(c2c1)CCCC3NC(=O)CCl (stereo not drawn) | u | x | -0.6% | -20.6%[20 µM] | -163.2% | -7.2% | -1.6% | 4.4% | 70.0%* | -2.3%
CCOCC(=O)Nc1nc(C)cc(C)n1 | i | 0.4 | 2.9% | -20.3% | 0.8% | -9.1% | 3.6% | -3.9% | -22.2% | -14.0%
COc1ccccc1C(=O)C1CCCN(C(=O)c2cnn(C(C)C)c2)C1 (stereo not drawn) | i | 3.0 | 4.0% | -19.5% | 0.4% | -11.4% | -0.2% | 10.3% | -24.7% | 4.8%

Single values from the results shown.
Value of CCOc1cccc(CNCc2ccc(C(=O)O)cc2)c1 under Myeloid diff MLP GFP+ MAC1+ %: 0.4
Value of CCOCC(=O)Nc1nc(C)cc(C)n1 under HIV fusion peptide: 3.6%

Following part:
SMILES | Myeloid diff MLP | Myeloid diff MLP GFP+ MAC1+ % | KOR beta-arrestin-1 | KOR beta-arrestin-2 | HEK293 NOD2/NF-kB | LYP inhibition | HIV fusion peptide | SIAH1 antagonists | NOD1 inhibition | PhoP inhibition
CCOc1cc(/C=N\NC(=O)C2C(=O)NCC2c2ccccc2)ccc1OC (stereo not drawn) | i | 0.3 | 0.4% | -15.9% | 7.8% | 6.5% | -0.7% | -3.3% | -14.5% | -3.6%
O=C(OCC(=O)N1CCCC1)c1ccc(OC(F)(F)F)cc1 | i | 1.3 | 1.7% | -14.0% | 9.2% | -5.4% | 0.1% | -0.3% | -10.2% | 8.6%
CC(C)(C)Nc1nc(N2CCCC2)nc(N2CCCC2)n1 | i | 0.2 | -0.7% | -1.7% | 6.5% | -9.4% | -1.0% | -2.3% | 11.7% | 9.7%
CC(=O)Nc1ccc(S(=O)(=O)n2nc(-c3ccc(C)cc3)nc2N)cc1 | i | 0.6 | 3.9% | -30.2% | 13.3% | -7.9% | -0.9% | -0.9% | -14.6% | -7.6%
COc1ccc(C(=O)NC2CCN(S(=O)(=O)c3ccccc3)CC2)cc1 | i | 0.8 | -5.5% | -17.1%[20 µM] | 6.7% | -0.9% | 0.9% | -5.4% | 44.4% | 1.2%
O=C(COc1ccc([N+](=O)[O-])cc1)Nc1cccc2nsnc12 | i | 1.4 | 3.2% | -5.0% | 15.5% | -12.1% | 15.5% | -4.7% | 11.5% | -12.4%
CC(=O)c1ccc(NC(=O)c2cc(Cl)nc3ccccc23)cc1 | i | 0.2 | 1.4% | 14.8% | -3.0% | -1.9% | 2.0% | 0.7% | -47.6% | -7.7%
COC(=O)/C(C#N)=C/c1c(N2CCCCCC2)nc2c(C)cccn2c1=O | i | 0.3 | 4.6% | -15.5% | -0.9% | -0.9% | -1.0% | -3.8% | 5.0% | x
CC(C)CNC(=O)COC(=O)CNC(=O)c1cc(Cl)cc([N+](=O)[O-])c1 | i | 0.8 | 1.7% | -2.8% | 10.0% | -1.1% | -1.1% | 11.5% | -18.0% | 4.1%
CS(=O)(=O)c1ccc2nc(NC(=O)c3ccc(Cl)cc3)sc2c1 | i | 0.7 | 1.5% | -55.0%[20 µM] | 8.5% | -4.8% | 2.1% | 12.6% | -1.9% | 1.5%
COC(=O)Nc1ccc(S(=O)(=O)N2CCCc3cccc(O)c32)cc1 | u | x | 3.1% | -13.5%[20 µM] | -18.7% | -0.8% | -1.3% | -9.3% | 0.8% | -6.9%
CSc1ccccc1NC(=O)c1cc(C)on1 | i | 5.0 | 4.4% | -13.3% | -5.7% | 0.3% | 0.3% | 1.8% | -2.5% | -3.4%
O=C(Cn1c(=O)n(CCCC(=O)NC2CCCC2)c(=O)c2ccccc21)NCCC1=CCCCC1 | i | 0.8 | -5.9% | 19.4% | 6.0% | -9.3% | -1.4% | -2.1% | 7.4% | 7.2%
Cc1ccc(C(=O)Nc2sc(Cc3ccc4c(c3)OCO4)c(C)c2C(N)=O)cc1 | i | 1.5 | 1.6% | -34.1% | 2.0% | -5.5% | 0.3% | 6.2% | -41.6% | 4.0%
COCC(=O)Nc1nnc(SCC(=O)N2C(C)CCCC2C)s1 (stereo not drawn) | i | 5.9 | 6.2% | -11.2% | 0.6% | -5.3% | 1.2% | 0.4% | 4.7% | 6.3%
CCOC(=O)C1=C(C)NC(=O)NC1c1c(C)nn(-c2ccccc2)c1Cl (stereo not drawn) | i | 0.8 | 6.2% | -19.3% | 8.5% | 2.1% | -0.5% | -0.5% | x | -3.6%
CC(C)(C)c1ccc(OCCC(=O)Nc2cccc(S(=O)(=O)N3CCOCC3)c2)cc1 | i | 1.5 | 1.8% | -16.0% | 10.8% | -4.0% | 2.5% | 2.3% | 6.3% | -4.7%
O=C(NCc1nnc2c(C(F)(F)F)cc(Cl)cn12)c1ccco1 | i | 1.9 | -0.6% | -77.8% | -3.8% | -11.3% | 1.0% | 5.5% | -35.0% | -2.1%
CCOc1ccccc1-n1nnnc1SCC(=O)Nc1cc2oc3ccccc3c2cc1OC | i | 4.7 | -0.6% | 27.6% | 14.6% | 6.9% | 1.7% | 2.2% | x | 7.3%
COc1cc(C(=O)N2CCN(Cc3ccc4c(c3)OCO4)CC2)c([N+](=O)[O-])cc1OC | i | 0.6 | 2.4% | -2.0% | 13.2% | -8.9% | -0.1% | 4.2% | -3.3% | -5.6%
CCN1CCCC1CNC(=O)C(=O)Nc1ccc(OC)cc1 (stereo not drawn) | i | 4.6 | 3.1% | -32.0% | -5.6% | -0.9% | 9.2% | -3.0% | -12.2% | 1.4%
CCCCCCOc1ccc(/C(N)=N/O)cc1 | i | 0.9 | 8.8% | -1.6% | -48.0% | -7.3% | 0.8% | 5.2% | -75.0% | 28.3%
COc1cccc(CNC(=O)c2cccc(NC3=NC4CS(=O)(=O)CC4S3)c2)c1 (stereo not drawn) | i | 2.6 | -0.2% | -9.7%[20 µM] | 11.5% | -7.9% | -0.3% | -3.3% | -14.8% | x

Reformatted tab-delimited: two of the compounds above
compound	Myeloid diff MLP	Myeloid diff MLP GFP+ MAC1+ %	KOR beta-arrestin-1	KOR beta-arrestin-2	HEK293 NOD2/NF-kB	LYP inhibition	HIV fusion peptide	SIAH1 antagonists	NOD1 inhibition	PhoP inhibition
COc1ccccc1C(=O)C1CCCN(C(=O)c2cnn(C(C)C)c2)C1 (stereo not drawn)	i	3.0	4.0%	-19.5%	0.4%	-11.4%	-0.2%	10.3%	-24.7%	4.8%
CCOc1cc(/C=N\NC(=O)C2C(=O)NCC2c2ccccc2)ccc1OC (stereo not drawn)	i	0.3	0.4%	-15.9%	7.8%	6.5%	-0.7%	-3.3%	-14.5%	-3.6%
